# LmPK inh: LmPK (Leishmania mexicana) enzyme inhibition; Q27686; purified LmPK, Kinase-Glo ATP luminescence, 1 h; Potency, µM (doses to about 57.5 µM), for inactives: top-dose activity change, negative = inhibition, actives largely listed as inhibitors; 290,000 tested, 0.37% active; AID 1721
# Target sequence (Q27686 whole entry, looked up): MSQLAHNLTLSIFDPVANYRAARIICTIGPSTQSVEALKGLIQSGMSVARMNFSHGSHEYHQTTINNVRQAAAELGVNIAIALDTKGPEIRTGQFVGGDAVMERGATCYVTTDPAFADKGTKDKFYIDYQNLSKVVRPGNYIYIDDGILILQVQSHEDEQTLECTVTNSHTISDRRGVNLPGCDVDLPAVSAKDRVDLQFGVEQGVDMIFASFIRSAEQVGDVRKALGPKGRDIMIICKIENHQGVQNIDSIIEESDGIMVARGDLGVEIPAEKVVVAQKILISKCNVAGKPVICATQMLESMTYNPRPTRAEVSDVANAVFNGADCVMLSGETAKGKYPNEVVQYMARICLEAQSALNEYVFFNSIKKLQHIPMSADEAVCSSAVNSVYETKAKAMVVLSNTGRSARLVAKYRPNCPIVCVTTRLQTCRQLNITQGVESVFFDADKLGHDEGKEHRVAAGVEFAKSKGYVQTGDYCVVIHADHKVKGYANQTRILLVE
#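 Purified LmPK (0.1 nM) with 0.5 mM PEP and 0.1 mM ADP in imidazole buffer pH 7.2 with MgCl2/KCl, 1 h at room temperature. ATP formed was read by luciferase luminescence and normalized to no-enzyme and uninhibited controls.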
# HCV inhibitor: inhibitors of hepatitis C virus infection; AID 651820; Potency, µM (top dose mostly 41.8 µM), for inactives: at the top dose activity change, negative = inhibition, usual class: inhibitors; 340,000 tested, 3.4% active; Huh7.5.1 HCVcc-Cre infection, luciferase reporter, 44 h
#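 Reporter virus HCVcc-Cre (~0.5 moi) infects cells exposed to compound; seeding density 1,000 cells/well with 4 h settling beforehand. Luminescence, 15 sec read, taken 44 h post-infection following a 15 min RT substrate incubation.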
# Sm TGR inh: inhibitors of Schistosoma mansoni thioredoxin glutathione reductase; Potency, µM (series often up to 114 µM), for the others: at the top dose activity change, negative = inhibition, hits mostly inhibitors; AID 485364; purified TGR, DTNB reduction, TNB absorbance 405 nm; Q962Y6; 360,000 tested, 3% active; also: nearly all actives have a fitted effect of over 60% in size
#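 First, TGR (20 nM dispensed) and NADPH were mixed with compound. Second, a 15 min room-temperature incubation followed. Third, further NADPH and then DTNB were added to start the reaction. Finally, TNB absorbance was monitored kinetically.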
# Pf growth 48h: P. falciparum growth inhibition at 48 hours (one generation); P. falciparum luciferase growth in erythrocytes, 48 h; 310,000 tested, 5.9% active; Potency, µM (top dose mostly 28.7 µM), for the others: at the highest dose activity change, negative = inhibition, usual class: inhibitors; AID 504832
#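 Luminescence readout; reporter = integrated firefly luciferase in P. falciparum. RBC culture at 2% hematocrit, 0.1% parasitemia final, 37 C/5% CO2; decreased signal taken as growth inhibition.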
# TbPYK inhibitor: blocks Trypanosoma brucei pyruvate kinase | Q57TT1 | TbPYK enzyme, Kinase-Glo Plus ATP luminescence, 45 min | Potency, µM (highest dose often 76.8 µM), without a hit: at the top dose activity, negative = inhibition, hits mostly inhibitors | 410,000 tested, 0.12% active; also: nearly all actives have a fitted effect of over 50% in size
#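 Assay buffer: 50 mM TEA pH 7.2, 100 mM KCl, 10 mM MgCl2, 0.05% BSA, 0.01% Tween-20. Pyruvate kinase from T. brucei plus substrate met compound, then ADP (130 uM final). Luminescence was read post 45 min RT.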
# Pf growth 96h: P. falciparum growth inhibition at 96 hour, primary screen for plastid delayed-death inhibitors. P. falciparum luciferase reporter growth, 96 h. Potency, µM (titrated, usually from 28.7 µM), inactives show at the top dose activity change, negative = inhibition, usual class: inhibitors. AID 504834. 320,000 tested, 6.9% active
#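 Erythrocytes infected with luciferase-expressing P. falciparum were dispensed at 2% hematocrit and 0.05% parasitemia (final), then incubated with compounds 96 hours at 37 C in 5% CO2. Luminescence after detection reagent addition reported growth.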
# * = called active by the depositor; u = inconclusive; x = not tested or not shown; [ ] = dose if it differs, or a comment. Calls follow the shape of the dose curve; as a rule, active = well fitted curve in the direction sought with a large enough effect; inconclusive = small, poorly fitted or top-dose-only effect, or another doubt; inactive = no such curve, though single readings can be large; an effect the other way counts as inactive or inconclusive. % is scaled to controls: 0 for no effect and ±100 for the full control effect; potency is read from the fitted curve at half-maximal effect.
canonical_smiles | LmPK inh | HCV inhibitor | Sm TGR inh | Pf growth 48h | TbPYK inhibitor | Pf growth 96h
CCc1ccc(C(=O)C23CN4CN(CN(C4)C2)C3)cc1 | 3% | u | -14% | -27% | -3% | -18%
Cc1nn(C)cc1CNC(=O)c1cnn2c(C(F)F)cc(C3CC3)nc12 | 4% | -5% | 9% | u | 0% | 36%[activator]
O=C(O)c1ccc2c(=O)[nH]c(CN3CCOCC3)nc2c1 | 4% | 13% | 0% | 4% | -14% | x
CC(C)c1ccc(O)c(NC(=O)c2ncn[nH]2)c1 | 2% | 5% | 6% | u | 0% | -3%
Cc1nnc(SCc2nnc(-c3cccs3)o2)n1C | 6% | 8% | 1% | 28% | 0% | 19%
CCOC(=O)N1CCC(NC(=O)c2cc(S(=O)(=O)N3CCCCC3)ccc2F)CC1 | 3%[11.5 µM] | -6% | 6% | u | 2% | u
Cc1cc(C)cc(C(=O)N(c2ccccn2)C(C)c2ccco2)c1 (stereo not given) | -5% | -13% | -14% | x | 3% | -20%
O=C(Nc1ccccc1N1CCCC1)c1cc(=O)[nH]c2ccccc12 | x | -7% | -1% | -6% | -4% | -4%
Cc1cc(OCc2cc(C(=O)N(C)CC3CCOCC3)no2)cc(C)c1Cl | -1% | u | -20% | -6% | -24% | u
CN1/C(=C\C=C(/C#N)C(=O)Nc2ccc(Cl)cc2)C(C)(C)c2ccccc21 | 6% | 5% | -6% | 1% | -5% | 0%
C/C(=N\NC(=O)c1cccc(S(=O)(=O)N2CCCC2)c1)c1ccccc1F | x | 0% | -5% | -21% | -7% | u
O=C(Cc1ccc(S(=O)(=O)N2CCOCC2)s1)NCCOc1ccccc1 | x | 31%[activator] | -23% | 1% | 9% | -8%
COC(=O)/C=C1/S/C(=N/NC(=O)c2ccccc2C)NC1=O | 1% | 14% | -28% | x | 1% | u
O=C(CC1C(=O)NCCN1Cc1ccc(F)cc1Cl)NC1CCCCCCC1 (stereo not given) | 7% | x | u | 7% | -14% | 8%
CC(C)c1ccc(C2/C(=C(/O)c3ccccc3)C(=O)C(=O)N2CCCN2CCOCC2)cc1 (stereo not given) | 1% | 20% | 2% | u | 3% | -7%
NC(=O)C1CCN(c2ncnc3c2c(-c2ccccc2)cn3-c2ccccc2)CC1 | 6% | -28% | -31% | x | -2% | 10µM*
Cc1cc(SCc2cc(=O)[nH]c3ccccc23)nc2ccccc12 | 0% | -5% | 10% | 1.5µM* | -4% | u
CC1(OC(=O)CCc2ccccc2)C(=O)C=C2C=C(c3ccc(C#N)cc3)N(CC3CC3)C=C2C1=O (stereo not given) | -5%[11.5 µM] | -1% | 4% | u | -8% | -1%
CC(C)Cc1nc(S(=O)(=O)c2ccc(Cl)cc2)c(N2CCOCC2)o1 | 3% | 4% | 2.2µM* | -14% | -18% | 2%
COc1ccc(N2CCN(C(=O)CSc3nnc(NC(=O)C4CC4)s3)CC2)cc1 | 2% | -7% | 0% | -7% | 2% | 23%
CCOc1cc(/C=C2\SC(=NC)N(C)C2=O)c(Br)cc1OC(C)=O | -4% | -18% | -5% | u | 0% | u
CN(C)CCOC(=O)c1ccc2c(c1)S(=O)(=O)c1ccccc1C2=O | 6% | 19% | -6% | 97%[activator] | -2% | 108%[activator]
Cc1c(NC(=S)N2CCN(c3ccc(F)cc3)CC2)c(=O)n(-c2ccccc2)n1C | -3% | 8% | 1% | 17% | -4% | u
O=C(c1ccco1)N1CCN(c2c(-c3ccccc3)c3cc(Cl)ccc3[nH]c2=O)CC1 | -2% | u | -23% | u | 5% | 9%
Cc1ccc(-c2cc(C(=O)O)c3ccccc3n2)s1 | 1% | 20% | -11% | 16% | 2% | 2%
CCCOc1ccc(C2C(C(=O)OC)=CN(CCOC)C=C2C(=O)OC)cc1 | 2% | -4% | -3% | u | -1% | -16%
CCCCCC(C)n1[nH]c(=O)c2c(C)cc(C)nc21 (stereo not given) | 5% | 3% | 0% | x | 3% | 24%
CC1C(=O)N2CCCc3cc(NC(=O)C(=O)NCCCc4ccccc4)cc1c32 (stereo not given) | x | u | -1% | 12µM* | -6% | u
NC(=O)CSc1ccc(-c2ccc(F)cc2)nn1 | 2% | 5% | 4% | 27% | 4% | -9%
COC(=O)c1ccc(-c2ccc(/C=N/N3C(=O)C4C5C=CC(C6CC56)C4C3=O)o2)cc1 (stereo not given) | -4% | u | -28% | 53%[activator] | -14% | -26%
CCN(CC(=O)Nc1c(F)cccc1F)C(=O)Cc1ccccc1 | 0% | 12% | 0% | -15% | 3% | 25%
COc1cccc(/C=C/C(=O)Nc2ccc3[nH]c(=O)[nH]c3c2)c1 | 2% | -9% | 1% | 5% | -8% | 8%
CC1(C)Cc2ccccc2C(COc2ccccc2)=N1 | 0% | u | 0% | u | -7% | 0%
O=C(NNC(=O)c1ccccc1Br)c1ccc(Cl)cc1 | -1% | -7% | -19% | 48%[activator] | 0% | 164%[activator]
CNC(=S)N(Cc1ccc(OC)cc1)Cc1cc2cc(C)ccc2[nH]c1=O | 3% | 6% | 0% | 8% | -8% | 29%
O=C(COc1ccccc1)N1CCN(S(=O)(=O)c2ccc(Cl)cc2)CC1 | 2% | 9% | 4% | x | 1% | u
COC(=O)C1CCN(C(=O)/C=C/c2ccc3c(c2)OCO3)CC1 | 1% | 20% | 2% | 187%[activator] | -6% | u
CCOc1ccc(C2NC(=S)NC3=C2CCc2ccccc23)cc1 (stereo not given) | -18% | u | u | u | -7% | u
CCOc1ccc(OCC(=O)Nc2ccccc2N2CCCC2)cc1 | x | u | 2% | u | -5% | 12µM*
Cc1cccc2cc(CN(Cc3ccccc3)C(=S)NCCCN(C)C)c(=O)[nH]c12 | 6% | u | -17% | u | -4% | 14%

# Further entries.
# Below each compound – LmPK inh | HCV inhibitor | Sm TGR inh | Pf growth 48h | TbPYK inhibitor | Pf growth 96h
> COc1cccc(C(c2nnnn2Cc2ccccc2)N2CCN(C3CCCC3)CC2)c1OC (stereo not given)
  -6% | -7% | -2% | -5% | 5% | 2.3µM*
> COc1cc(NC(=O)CN2CCCCC2)c(C)cc1[N+](=O)[O-]
  1% | -5% | -4% | 45%[activator] | 7% | u
> CC1(C)CC(NC(=O)c2ccccc2Cl)CC(C)(C)N1
  -2% | 20% | -30% | -1% | 0% | 16%
> CNC(=S)N1CCN(c2nc(-c3cccc(OC)c3)cs2)CC1
  1% | u | 5% | -12% | 2% | 12µM*
> CCc1ccccc1NC(=O)CN1CCN(C(=O)CNC(=O)c2ccc(N3CCCC3=O)cc2)CC1
  x | 41%[activator] | 3% | u | 1% | u
> O=[N+]([O-])c1cc(CN2CCN(c3cccc(C(F)(F)F)c3)CC2)c2cccnc2c1O
  2%[11.5 µM] | 4µM* | -27% | 0.83µM* | -6% | u
> O=C(CCS(=O)(=O)Cc1ccccc1)N1CCN(c2ccccc2)CC1
  2% | 16% | -2% | x | 1% | -13%
> COC(=O)CNC(=O)CCCCC(=O)NCC(=O)OC
  0% | 11% | 0% | 16% | -16% | 60%[activator]
> COc1ccc(C(=O)Cc2ccc(F)cc2)c(OC)c1
  -6% | 0% | 6% | 105%[activator] | -7% | u
> COc1ccc(CN2C3CCCC2CC(NC(=O)Nc2ccccc2)C3)cc1 (stereo not given)
  -1% | -23% | 0% | 10µM* | -1% | u
> COCCN(CCOC)C(=O)C1CCN(c2ccc(S(=O)(=O)N3CCOCC3)cc2[N+](=O)[O-])CC1
  x | 3% | 7% | u | -1% | u
> COc1ccc(C(=O)N2CCC(n3c(C)nc4cc(F)ccc43)CC2)cc1
  -3% | -19% | 5% | -15% | -1% | -25%
> Cc1ccc(C(=O)Nc2cccc(C(=O)N/N=C/c3ccc(F)cc3)c2)cc1
  -7% | u | 0% | 53%[activator] | -6% | u
> COc1ccc(/C=N/c2oc(-c3ccccc3)cc2C#N)cc1
  2% | u | -21% | 8% | -2% | -5%
> COc1ccc(/C=N/NC2=NS(=O)(=O)c3ccccc32)cc1
  -3% | 17% | -2% | u | -3% | u

# 2 of these compounds, reformatted.
compound: CC(C)Cc1nc(S(=O)(=O)c2ccc(Cl)cc2)c(N2CCOCC2)o1
  LmPK inh: 3%	HCV inhibitor: 4%	Sm TGR inh: 2.2µM*	Pf growth 48h: -14%	TbPYK inhibitor: -18%	Pf growth 96h: 2%
compound: COc1ccc(/C=N/c2oc(-c3ccccc3)cc2C#N)cc1
  LmPK inh: 2%	HCV inhibitor: u	Sm TGR inh: -21%	Pf growth 48h: 8%	TbPYK inhibitor: -2%	Pf growth 96h: -5%

# Next part.
# Below each compound – LmPK inh | HCV inhibitor | Sm TGR inh | Pf growth 48h | TbPYK inhibitor | Pf growth 96h
> C=CCc1cc(OC)ccc1OCCOCCC(C(=O)OCC)C(=O)OCC
  2% | 12% | -2% | 12% | -15% | u
> COc1cc(/C=C2\SC(c3ccc(C)cc3)=NC2=O)cc(OC)c1OC
  u | u | -36% | u | u | u
> CC(=O)Nc1ccc(C(=O)CSc2nnnn2C(C)C)cc1
  -2% | -1% | -2% | 27% | -8% | u
> CCOc1ccc(/C=C2/SC(=O)NC2=S)cc1
  -7% | 10% | 45µM* | 4% | 4% | u
> CC(=O)c1cccc(NC(=S)NC2CCCCCCC2)c1
  -1% | 3% | -15% | -10% | -6% | -15%
> CN(C)c1cccc(C(=O)OCCCC(=O)c2ccc(F)cc2)c1
  x | u | -9% | -18% | -6% | 12%
> O=C1CCSc2ccc(Cl)cc2N1Cc1ccc(Cl)cc1
  5% | 8% | 32% | u | -5% | 15µM*
> COCCCNC(=O)C1=CCN(S(=O)(=O)c2ccc(C)cc2)CC1
  0% | 16% | -19% | 6% | 1% | u
> COc1ccc(C(=O)NCC(=O)N/N=C/c2ccc([N+](=O)[O-])o2)cc1OC
  -2% | u | 18µM* | 6.6µM* | -15% | 1.9µM*
> O=C(Nc1ccc(F)cc1F)C1CCN(c2ncnc3c2sc2cccc(F)c23)CC1
  -5% | -12% | 2% | 11% | -1% | 18%
> CCC(C)(C)C1CCC(=NNC(=S)Nc2cccnc2)CC1 (stereo not given)
  2% | 2% | -33% | u | -1% | u
> Cc1cc(-c2ccccc2C(=O)NC2CCCCC2)on1
  -9% | 3% | -10% | 26% | -1% | 12%
> Cc1c(-c2cccs2)[n+](=O)c2c(n1[O-])CCCC2
  2% | 5% | 2% | -9% | 4% | -6%
> COc1ccc(Nc2cc(C)nc3nc(C)nn23)cc1Cl
  3% | 2% | -8% | x | -1% | 3%
> COc1ccc(C2SCC(C(=O)O)N2C(C)=O)cc1OC (stereo not given)
  7% | 13% | 0% | x | -1% | u
> COc1ccc(C(CC(=O)O)NC(=O)COc2cc(C)ccc2C)cc1OC (stereo not given)
  2%[11.5 µM] | 16% | 10% | -18% | -22% | -69%
> CCN(N)C(=S)Nc1ccc(F)cc1
  -4% | 26% | 5% | 48%[activator] | -8% | -10%
> COC(=O)C1C(=O)CC(C)(O)C(C(=O)OC)C1/C=C/c1ccccc1 (stereo not given)
  -2% | 12% | 1% | -17% | 6% | u
> COc1ccc(S(=O)(=O)NCC(=O)N(CC(=O)NCc2ccccc2)Cc2ccco2)cc1
  4% | -1% | -2% | u | -3% | -12%
> Cn1nc(OCC(N)=O)ccc1=O
  0% | 16% | 3% | -13% | 2% | -5%
